Assay outcomes deposited in PubChem by several laboratories.
SUMO1 PPI mod = modulators of human SUMO1-mediated protein-protein interactions; P63165; SUMO1 binding to a labelled peptide, TR-FRET, 1 h; inhibition, % at 20 µM; 360,000 compounds, 0.33% hits; in the data active = inhibition above about 37%
Scp1 inh = blocks human Scp-1 phosphatase activity; Q9GZU7; inhibition, % at 20 µM; Recombinant Scp1, phosphopeptide, malachite green phosphate absorbance; 340,000 compounds, 0.88% hits;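 active = inhibition above about 50% at 20 µM, limit read from the data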;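 also: plate controls were DMSO wells with enzyme for no effect and wells lacking enzyme for full effect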
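Incubation: 45 min enzyme reaction at room temperature / System: truncated SCP-1 phosphatase (76-261aa) / Reagent: Phospho 17-mer peptide substrate / Buffer or medium: Acidic Tris acetate buffer with magnesium and detergent / Signal: absorbance at 630 nm / Doses: one concentration, 20 µM, with 1.0% DMSO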
STEP block = blocks human striatal-enriched tyrosine phosphatase; P54829; recombinant STEP, OMFP fluorogenic substrate, fluorescence; inhibition, % at 20 µM; 360,000 compounds, 0.25% hits; AID 588621;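 active = inhibition at 20 µM, scaled per plate between control wells, above about 37%, limit read from the data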;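 also: 0% = DMSO with enzyme and substrate and 100% = substrate only without enzyme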
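Assay system: isolated STEP enzyme. Buffer or medium: pH 6.0 Bis-Tris with DTT and Tween 20. Also added: fluorogenic phosphatase substrate OMFP at 25 µM final. Dosing: 20 µM, 1% DMSO. Timing: 20 min reaction, room temperature, in the dark. Measured by: fluorescence intensity, excitation 480 nm, emission 540 nm. Evaluation: normalized % inhibition.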
Tb MetRS inh = Trypanosoma brucei MetRS inhibition; purified T. brucei MetRS, ATP depletion, Kinase-Glo luminescence; inhibition, % at 11.9 µM; 360,000 compounds, 0.4% hits; AID 624268;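 active = inhibition above a per-plate cutoff of the control wells' mean inhibition plus 3 SD, cut at about 5.5% in these data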;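 also: 0% = DMSO wells median and 100% = median of wells with control inhibitor compound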
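assay system = parasite MetRS enzyme | timing = 15 min preincubation, 2 h reaction, all 25 °C | evaluation = percent inhibition relative to median high and low control wells | medium = HEPES buffer containing pyrophosphatase, BSA, spermine, DTT | compound = single dose, 11.9 µM final nominal, 0.9% final DMSO | detection = Kinase-Glo luminescence, ATP depletion format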
Neddylation inh = inhibitors of human cullin neddylation. TR-FRET cullin neddylation, biochemical. P61081+Q13564. 360,000 compounds, 0.58% hits. calls only at 25 µM. AID 651699; in the data active = inhibition above about 36%
NadD block = inhibitors of Staphylococcus aureus NadD. purified NadD enzyme, colorimetric absorbance read-out. inhibition, % at 20 µM. 360,000 compounds, 0.78% hits. AID 602399; in the data active = inhibition above about 26%; also: some compounds past the cut are filed as inactive
SKN-1 inh = C. elegans SKN-1 inhibition; AID 624304; 360,000 compounds, 0.49% hits; C. elegans VP596 Pgst-4::GFP/RFP ratio, acrylamide-induced, 24 h; inhibition, % at 21.8 µM;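 active = interference check ratio from 0.5 to 1.5 plus GFP to RFP signal ratio inhibition reaching or exceeding a fixed threshold, cut at about 30% in these data, passing the limit was not always enough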; also: some compounds called inactive have numbers as strong as hits
LMPTP block = LMPTP (human) inhibition | 360,000 compounds, 0.22% hits | inhibition, % at 20 µM | P24666 | recombinant LMPTP-A, OMFP fluorogenic substrate, fluorescence intensity;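 active = compounds that cut the enzyme signal by at least half of the control window in the single-dose screen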;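 also: plate controls were DMSO wells with enzyme plus substrate for no effect and substrate without enzyme for full effect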
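test system = LMPTP-A | amount = 0.625 nM LMPTP-A final | reagent = fluorogenic phosphatase substrate OMFP at 400 µM final | incubation = 50 min at room temperature | benchmarks = no-enzyme low control, uninhibited high control | medium = Bis-Tris pH 6.0, DTT, detergent | signal = fluorescence intensity of OMFP turnover product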
DNMT1 block = blocks human DNA methyltransferase DNMT1. P26358. DNMT1 molecular beacon, Hinp1I cleavage, fluorescence. inhibition (reported as % activation of signal), % at 10 µM. 360,000 compounds, 0.83% hits; in the data active = inhibition above about 50%
Target sequence (P26358 504-1616 limits assumed): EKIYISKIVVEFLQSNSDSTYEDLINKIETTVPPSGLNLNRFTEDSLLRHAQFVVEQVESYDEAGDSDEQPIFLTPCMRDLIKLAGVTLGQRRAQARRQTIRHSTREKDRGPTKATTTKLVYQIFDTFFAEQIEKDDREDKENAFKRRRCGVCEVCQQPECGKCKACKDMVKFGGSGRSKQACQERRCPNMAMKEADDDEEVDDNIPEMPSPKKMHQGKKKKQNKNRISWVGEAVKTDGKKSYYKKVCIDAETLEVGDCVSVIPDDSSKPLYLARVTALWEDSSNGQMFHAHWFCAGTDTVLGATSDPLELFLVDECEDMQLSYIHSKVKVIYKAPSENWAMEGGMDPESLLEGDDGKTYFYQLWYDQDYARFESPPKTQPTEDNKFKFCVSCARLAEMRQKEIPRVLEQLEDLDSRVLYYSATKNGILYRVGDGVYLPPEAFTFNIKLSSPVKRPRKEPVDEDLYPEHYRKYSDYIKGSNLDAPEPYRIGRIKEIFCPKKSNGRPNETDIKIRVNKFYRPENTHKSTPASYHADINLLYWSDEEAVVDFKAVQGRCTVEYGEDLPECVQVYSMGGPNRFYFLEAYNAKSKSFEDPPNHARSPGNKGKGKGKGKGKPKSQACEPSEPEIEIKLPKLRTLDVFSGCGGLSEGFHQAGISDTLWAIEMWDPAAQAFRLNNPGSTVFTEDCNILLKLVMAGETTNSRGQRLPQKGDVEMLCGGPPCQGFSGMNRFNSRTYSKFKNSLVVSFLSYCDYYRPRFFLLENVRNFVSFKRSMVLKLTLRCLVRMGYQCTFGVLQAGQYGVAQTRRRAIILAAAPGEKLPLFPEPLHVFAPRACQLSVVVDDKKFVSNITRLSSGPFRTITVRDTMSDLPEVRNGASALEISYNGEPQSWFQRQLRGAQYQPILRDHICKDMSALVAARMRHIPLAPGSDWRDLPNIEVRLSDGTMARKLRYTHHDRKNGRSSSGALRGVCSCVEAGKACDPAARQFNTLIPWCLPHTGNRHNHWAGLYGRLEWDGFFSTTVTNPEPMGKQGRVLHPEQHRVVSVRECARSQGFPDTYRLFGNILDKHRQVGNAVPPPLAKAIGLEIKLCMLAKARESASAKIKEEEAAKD
NRP1-CendR mod = alters CendR peptide binding to human NRP-1; FAM-RPARPAR peptide binding to NRP-1, fluorescence polarization; AID 602438; O14786; inhibition, % at 25 µM; 360,000 compounds, 0.85% hits;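 active = inhibition or corrected inhibition above about 18%, plus a signal ratio from 0.5 to 1.5, limit read from the data, passing the limit was not always enough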; also: strong numbers were not always called active
* marks the source's active call; other numbers are inactive results; i = inactive; · = not tested or not shown; + = active, no number.

#	SMILES	SUMO1 PPI mod	Scp1 inh	STEP block	Tb MetRS inh	Neddylation inh
1	OC(COc1ccc(F)cc1Cl)CN1CCC(Cc2ccccc2)CC1 (stereo unspecified)	-1	-1	-1	0.9	i
2	CCCCc1c(O)n2c(nc3ccccc32)[nH]c1=O	2	-7	0	0.5	+
3	Cc1ccc(C(=O)Nc2nc(-c3cccnc3)cs2)o1	11	13	-6	-2.2	i
4	O=C(N/N=C\c1ccc2c(c1)OCO2)c1cncc(Br)c1	-13	-8	0	-0.2	i
5	COc1ccc(-n2c(SCC(=O)Nc3ccc(NC(C)=O)cc3)nc3c([nH]c4ccccc43)c2=O)cc1OC	-10	-15	2	-0.2	i
6	O=S(=O)(NCCN1CCCC1)c1ccc(Br)cc1	0	-2	-2	-0.2	i
7	CCCc1cc(=O)[nH]c(SCC(=O)c2ccc3c(c2)OCCO3)n1	2	-3	0	-0.4	i
8	O=C(Oc1ccccc1F)C1CCN(C(=O)c2ccc(F)cc2)CC1	-3	-10	2	-0.1	i
9	Cc1ccc(C(=O)c2cn(-c3ccc(F)c(Cl)c3)nn2)cc1	0	16	0	-1.0	i
10	N#Cc1c(N)nc2c(c1N)CC(C(F)(F)F)O2 (stereo unspecified)	18	-4	0	-0.3	i

#	NadD block	SKN-1 inh	LMPTP block	DNMT1 block	NRP1-CendR mod
1	0	2	0.1	-1	12
2	3	5	-2.2	-1	6
3	1	-4	2.4	5	-14
4	3	-1	1.0	-2	6
5	-9	-30	1.1	1	10
6	0	-10	0.3	8	18
7	-6	1	-0.2	-2	-3
8	0	16	-0.5	8	-1
9	-1	-27	-0.9	12	-3
10	-8	9	0.7	-3	0

Sorted by length of the SMILES (largest number first): some entries from above
#	SMILES	SUMO1 PPI mod	Scp1 inh	STEP block	Tb MetRS inh	Neddylation inh
5	COc1ccc(-n2c(SCC(=O)Nc3ccc(NC(C)=O)cc3)nc3c([nH]c4ccccc43)c2=O)cc1OC	-10	-15	2	-0.2	i
7	CCCc1cc(=O)[nH]c(SCC(=O)c2ccc3c(c2)OCCO3)n1	2	-3	0	-0.4	i
8	O=C(Oc1ccccc1F)C1CCN(C(=O)c2ccc(F)cc2)CC1	-3	-10	2	-0.1	i
1	OC(COc1ccc(F)cc1Cl)CN1CCC(Cc2ccccc2)CC1 (stereo unspecified)	-1	-1	-1	0.9	i
4	O=C(N/N=C\c1ccc2c(c1)OCO2)c1cncc(Br)c1	-13	-8	0	-0.2	i
3	Cc1ccc(C(=O)Nc2nc(-c3cccnc3)cs2)o1	11	13	-6	-2.2	i
2	CCCCc1c(O)n2c(nc3ccccc32)[nH]c1=O	2	-7	0	0.5	+
10	N#Cc1c(N)nc2c(c1N)CC(C(F)(F)F)O2 (stereo unspecified)	18	-4	0	-0.3	i

#	NadD block	SKN-1 inh	LMPTP block	DNMT1 block	NRP1-CendR mod
5	-9	-30	1.1	1	10
7	-6	1	-0.2	-2	-3
8	0	16	-0.5	8	-1
1	0	2	0.1	-1	12
4	3	-1	1.0	-2	6
3	1	-4	2.4	5	-14
2	3	5	-2.2	-1	6
10	-8	9	0.7	-3	0

The listing continues.
#	SMILES	SUMO1 PPI mod	Scp1 inh	STEP block	Tb MetRS inh	Neddylation inh
11	Nc1nc(N2CCN(C(c3ccccc3)c3ccccc3)CC2)n[nH]1	0	7	-1	-1.4	i
12	COC(=O)C1C(=O)CC(C)(O)C(C(=O)OC)C1c1ccc2c(c1)OCO2 (stereo unspecified)	-1	-1	0	-0.5	i
13	C=CCn1c(COc2cccc(C)c2)nnc1SCC(=O)c1c[nH]c2c(CC)cccc12	-4	-2	2	-0.5	i
14	CCCNC(=O)CNC(=O)c1ccc(C#N)cc1	0	-4	0	0.2	i
15	COc1ccc(CCNC(=O)c2cccn2C)cc1	1	1	0	-0.5	i
16	OC[C@@H]1CN(Cc2ccc(F)cc2)C[C@H](n2cnc3c(NCc4ccco4)ncnc32)O1	-4	·	0	0.0	i
17	Cc1ccc(OCC(=O)NC(=S)Nc2cccc(C)n2)cc1	-4	-8	-12	-0.7	i
18	CCCOc1ccc(C2c3c(oc4cc(C)c(C)cc4c3=O)C(=O)N2CCCN2CCOCC2)cc1 (stereo unspecified)	-3	-12	0	-1.4	i
19	Cc1ccnc(NCc2ccc(Br)cc2)c1	6	-4	-2	6.0*	i
20	Cc1cc(C(F)(F)F)nc(SCC(=O)Nc2ccccc2)n1	0	-7	1	-0.4	i

#	NadD block	SKN-1 inh	LMPTP block	DNMT1 block	NRP1-CendR mod
11	5	3	-0.7	-1	-6
12	0	-2	-0.2	8	2
13	3	1	-1.1	29	10
14	-1	7	-0.5	9	10
15	-4	1	-0.5	1	7
16	2	-9	-0.7	8	0
17	2	10	-3.2	18	0
18	6	11	-0.3	-3	7
19	0	12	0.8	0	0
20	3	-8	0.0	-2	15

(listing goes on)
#	SMILES	SUMO1 PPI mod	Scp1 inh	STEP block	Tb MetRS inh	Neddylation inh
21	Cc1cccc(/C(N)=N/OC(=O)c2ccc(F)cc2)c1	1	-2	0	0.2	i
22	O=C(CN1CCN(S(=O)(=O)c2cc(Cl)ccc2Cl)CC1)Nc1ccc2c(c1)OCCO2	-2	7	3	-1.3	i
23	CCOC(=O)c1nn(-c2ccccc2)c2nc(-c3ccc(OC)cc3)c(C#N)c(=O)n12	1	-8	6	-0.5	i
24	Cc1ccccc1NC(=O)CSc1nc(=O)n(CCN2CCOCC2)c2c1CCCC2	3	-4	1	-0.2	i
25	CC(=O)c1ccc(N=Nc2c(C)[nH][nH]c2=O)cc1	-50	4	0	-1.2	i
26	Cc1cc(NC(=O)c2cc(C)on2)no1	1	3	-3	-0.5	i
27	CCOc1cc(/C=C2\C(=N)N3N=C(N4CCCCC4)SC3=NC2=O)ccc1OC(=O)c1ccco1	6	-6	0	0.2	i
28	COc1cccc(/C=C2\SC(=S)N(CC(=O)N(C)C3CCS(=O)(=O)C3)C2=O)c1 (stereo unspecified)	-32	-8	1	0.5	i
29	CC[C@@]1(c2cccc(C)c2)C(=O)N(C(=O)OC)N1C(=O)OC	0	-8	-2	-0.4	i
30	COc1ccccc1CN1C[C@@H]2C[C@@H](c3ccc(Cl)cc3)N3CCC[C@@]23C1=O	2	-1	-1	0.9	i

#	NadD block	SKN-1 inh	LMPTP block	DNMT1 block	NRP1-CendR mod
21	-5	-1	0.5	2	11
22	-2	-12	-1.6	-7	-4
23	-6	8	1.2	2	-10
24	3	16	-1.2	-1	-16
25	-4	15	-3.4	-14	-7
26	-12	13	-0.1	1	5
27	24	1	2.3	9	-48
28	4	10	1.1	-2	-2
29	-1	-8	-1.8	7	7
30	1	-12	0.7	-1	-9

More entries:
#	SMILES	SUMO1 PPI mod	Scp1 inh	STEP block	Tb MetRS inh	Neddylation inh
31	CC1=CC(C)(C)N(C(=O)CNC2CCCC2)c2cc(C)ccc21	-2	1	1	-0.1	i
32	O=C(O)c1ccc(CN(c2ccccn2)S(=O)(=O)c2ccccc2)cc1	2	3	0	-0.4	i
33	O=C1Nc2ccc(F)cc2C12Nc1ccccc1-c1nnc(SCc3ccccc3F)nc1O2 (stereo unspecified)	4	0	5	-0.1	i
34	CCC1CCc2sc(C(=O)NNC(=O)c3ccncc3)cc2C1 (stereo unspecified)	4	-4	-1	-0.2	i
35	CC(C)CNC(=O)C1(C)CCCN1C(=O)C(C)(C)Oc1ccc(Cl)cc1 (stereo unspecified)	-1	·	2	-0.3	i
36	CC(C)(C)n1nc2c(c1NC(=O)COc1ccccc1F)CS(=O)(=O)C2	-4	-3	2	-0.7	i
37	Cc1ccc(N2C(N)=C(C#N)C(c3cccnc3)C3=C2CCCC3=O)cc1 (stereo unspecified)	-10	-13	-4	-0.4	i
38	O=C(COC(=O)/C=C/c1ccc(C(F)(F)F)cc1)Nc1ccc2[nH]c(=O)[nH]c2c1	2	9	4	0.1	i
39	CCc1cc(-c2[nH]ncc2-c2nc3ccccc3n2C)c(O)cc1O	-1	-5	0	-0.6	i
40	O=C1NCN(CCO)CN1	-5	-10	0	-0.1	i

#	NadD block	SKN-1 inh	LMPTP block	DNMT1 block	NRP1-CendR mod
31	-2	-2	-1.4	1	1
32	-2	8	-0.9	4	-12
33	12	23	0.4	-6	-38
34	-1	-2	0.3	88*	-10
35	6	27	-0.3	-3	-3
36	-4	-11	-0.2	4	3
37	-1	1	1.9	-2	1
38	-1	6	-0.4	16	-21
39	-7	-12	-0.9	-2	1
40	-6	16	1.0	4	1

(list continues)
#	SMILES	SUMO1 PPI mod	Scp1 inh	STEP block	Tb MetRS inh	Neddylation inh
41	Cc1cc(C)nc(NCC(O)CNc2ccccc2Cl)n1 (stereo unspecified)	-1	-2	4	-0.4	i
42	CCCSc1ccc([C@@H]2[C@H]3C(=O)N(CC)C(=O)[C@H]3[C@]3(C(=O)OC)CCCCN23)cc1OC	2	7	1	-0.4	i
43	CCOc1ccc(C(=O)Nc2cc(-c3nc4ccccc4[nH]3)ccc2C)cc1[N+](=O)[O-]	-3	1	3	13*	i
44	NS(=O)(=O)c1ccc(CCNC(=O)CSc2nc3ccccc3c(=O)n2CCN2CCOCC2)cc1	4	-1	-1	-0.1	i
45	COc1ccc(C(C(=O)NCC2CCCO2)N(C(=O)Cn2nnc3ccccc32)c2ccc(NC(C)=O)cc2)cc1 (stereo unspecified)	3	-9	2	0.3	i
46	Cc1nn(CC(C)C)c(Cl)c1C(=O)N(C)CC(=O)Nc1c(Cl)cccc1Cl	2	2	-2	-0.6	i
47	Cc1cccc(-n2ccc(=O)c(C(=O)Nc3ccc(S(=O)(=O)Nc4nccs4)cc3)n2)c1	6	-5	2	-0.7	i
48	COCCN(CC(=O)Nc1cccc(C)c1C)C(=O)C1(c2ccc(Cl)cc2)CCC1	2	-6	1	-0.4	i
49	CC(=O)NC(Cc1ccccc1F)C(=O)NC1CCN(c2ncccc2[N+](=O)[O-])CC1 (stereo unspecified)	-16	-8	0	0.5	i
50	COc1ccc(C(=O)C[N+]2(C)CCOCC2)cc1	3	101*	-2	-1.1	i
51	CC(C)C(=O)NC(=S)NCC(=O)c1ccccc1	-1	11	2	0.5	i

#	NadD block	SKN-1 inh	LMPTP block	DNMT1 block	NRP1-CendR mod
41	-5	-2	0.1	3	-1
42	3	5	0.6	0	-21
43	12	-26	1.9	-17	-3
44	-4	0	-0.3	3	-6
45	5	20	-0.9	-2	-9
46	-6	-1	-1.0	3	-1
47	17	-11	4.6	-1	6
48	-5	-1	-0.1	-3	4
49	-1	-1	0.5	-5	-2
50	21	4	0.4	-10	14
51	-1	-3	0.0	-1	-5
